GAA inh – alpha-glucosidase (human) inhibition. purified human GAA, 4-MU-alpha-glucoside fluorescence. P10253. actives 0.005% (n = 200,000). Potency, µM (doses to about 76.9 µM), for the others: top-dose activity change, negative = inhibition, actives largely listed as inhibitors;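 also: plate controls were uninhibited enzyme wells for no effect and no-enzyme background for full effect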
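AC50 values come from Hill fits of compound titrations (up to 77 uM) against 4 nM human enzyme. Substrate 4-methylumbelliferyl-alpha-D-pyranoside at 400 uM, pH 5.0 citrate buffer, 20 min room temperature; fluorescence Ex 365/Em 440 after alkaline stop.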
GAA glycogen – GAA glycogen-cleavage inhibition or activation | recombinant GAA, glycogen substrate, Amplex Red glucose oxidase fluorescence | Potency, µM (series often up to 76.4 µM), for the others: at the top dose activity change, negative = inhibition, most hits filed as inhibitors | P10253 | AID 2100 | actives 0.38% (n = 300,000);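 also: 0% = full enzyme reaction and -100% = no-enzyme basal signal; the screen sought inhibitors and activators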
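Recombinant human enzyme (4 nM); glycogen substrate; 37 C, 40 min, pH 5.0. Readout: coupled glucose oxidase/Amplex Red fluorescence.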
ALDH1A1 block – ALDH1A1 (human) enzyme inhibition; P00352; Purified ALDH1A1, NADH fluorescence, propionaldehyde substrate; Potency, µM (highest dose often 75.3 µM), for the others: top-dose activity, negative = inhibition, hits mostly inhibitors; actives 7.3% (n = 220,000); AID 1030; active = well fitted inhibition curve with a large enough effect, not every such curve was filed as active; inconclusive = small, poorly fitted or top-dose-only effect, or another doubt; inactive = no such curve, though single readings can be large or run the other way;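 also: plate controls were no enzyme wells and a reference inhibitor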
GoLoco inh red – inhibitors of human Gai1-RGS12 GoLoco interaction (red fluorophore); P63096; Gai1:RGS12 GoLoco peptide FP, rhodamine, 10 min; Potency, µM (doses to about 61.6 µM), for the others: at the top dose activity, negative = inhibition, hits mostly inhibitors; actives 0.44% (n = 230,000); AID 880; active = well fitted inhibition curve with a large enough effect, not every such curve was filed as active; inactive = no such curve, though single readings can be large or run the other way; also: % is scaled to controls: 0 for no effect and ±100 for the full control effect; nearly all actives have a fitted effect of over 30% in size; many of its hits are not listed in these tables
Target sequence (P63096 whole entry, looked up): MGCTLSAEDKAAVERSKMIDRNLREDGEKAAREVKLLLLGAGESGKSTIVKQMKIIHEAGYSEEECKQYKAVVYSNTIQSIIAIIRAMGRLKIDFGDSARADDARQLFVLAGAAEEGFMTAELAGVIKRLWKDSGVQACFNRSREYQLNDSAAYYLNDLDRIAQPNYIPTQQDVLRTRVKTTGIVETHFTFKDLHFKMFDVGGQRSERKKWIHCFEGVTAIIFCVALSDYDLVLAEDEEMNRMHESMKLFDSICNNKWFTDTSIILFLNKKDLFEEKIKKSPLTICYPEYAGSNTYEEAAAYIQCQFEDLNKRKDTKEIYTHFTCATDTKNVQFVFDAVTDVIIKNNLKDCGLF
SMN2 splice up – enhancers of SMN2 splice variant expression | HEK293 SMN2-luciferase splicing reporter, luminescence, 30-36 h | Potency, µM (top dose mostly 46.1 µM), inactives show top-dose activity change, positive = activation, actives largely listed as activators | actives 2.8% (n = 210,000); also: % of control where 0% means no effect; nearly all actives have a fitted effect of over 55% in size
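qHTS luciferase splicing reporter: luminescence rises when SMN2 exon 7 is included in transfected HEK293 cells. Compound exposure lasted 30-36 h at 37C, with 4.5 mM final sodium butyrate as control, followed by a ONE-Glo read.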
GLA spleen mod – alpha-galactosidase A (human) modulation | P06280 | human spleen homogenate, 4MU-alpha-Gal fluorescence, 40 min | Potency, µM (series often up to 80 µM), inactives show top-dose activity change, negative = inhibition, most hits filed as inhibitors | actives 0.008% (n = 240,000);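 also: 0% = enzyme with vehicle and -100% = no enzyme basal signal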
Target sequence (P06280 32-429 limits assumed): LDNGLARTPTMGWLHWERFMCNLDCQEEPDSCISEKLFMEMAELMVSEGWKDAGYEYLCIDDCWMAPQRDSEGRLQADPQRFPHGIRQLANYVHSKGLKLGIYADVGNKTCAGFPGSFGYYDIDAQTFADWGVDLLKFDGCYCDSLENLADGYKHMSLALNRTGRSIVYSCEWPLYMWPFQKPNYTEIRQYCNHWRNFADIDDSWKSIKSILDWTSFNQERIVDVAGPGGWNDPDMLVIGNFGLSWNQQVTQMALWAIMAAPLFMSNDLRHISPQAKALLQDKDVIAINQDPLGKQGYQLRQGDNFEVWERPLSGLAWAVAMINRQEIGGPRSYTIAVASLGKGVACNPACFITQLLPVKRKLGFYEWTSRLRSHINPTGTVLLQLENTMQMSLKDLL
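Spleen homogenate 1 ug + cpd (titration) + 4-MU-alpha-D-galactopyranoside 1 mM; 37C 40 min; 50 mM citrate/phosphate pH 5.0, 0.01% Tween-20; stop pH 10; fluorescence 365/440; AC50 via Hill.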
KDM4E inh – JMJD2E (human) inhibition | B2RXH2 | JMJD2E catalytic domain, FDH-coupled NADH fluorescence (FDH is formaldehyde dehydrogenase) | Potency, µM (titrated, usually from 57.1 µM), inactives show at the highest dose activity change, negative = inhibition, actives largely listed as inhibitors | actives 1.6% (n = 230,000); active = well fitted inhibition curve with a large enough effect, not every such curve was filed as active; inconclusive = small, poorly fitted or top-dose-only effect, or another doubt; inactive = no such curve, though single readings can be large or run the other way;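 also: 0% = wells with enzyme and -100% = buffer wells without enzyme; nearly all actives have a fitted effect of over 50% in size; many of its hits are not listed in these tables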
Target sequence (B2RXH2 1-337 limits assumed): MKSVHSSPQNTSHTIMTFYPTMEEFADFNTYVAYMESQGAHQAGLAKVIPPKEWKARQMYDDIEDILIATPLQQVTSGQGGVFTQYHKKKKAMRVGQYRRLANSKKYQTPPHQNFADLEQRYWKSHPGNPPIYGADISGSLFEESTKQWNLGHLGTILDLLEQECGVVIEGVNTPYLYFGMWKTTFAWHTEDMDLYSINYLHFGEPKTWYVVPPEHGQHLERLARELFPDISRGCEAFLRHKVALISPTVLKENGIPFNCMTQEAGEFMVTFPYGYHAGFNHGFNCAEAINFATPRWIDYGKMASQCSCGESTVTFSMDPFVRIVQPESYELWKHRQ
aGlu spleen mod – inhibitors or activators of human alpha-glucosidase in spleen homogenate. actives 0.006% (n = 240,000). human spleen homogenate, 4-MU-alpha-glucoside fluorescence. Potency, µM (titrated, usually from 79.9 µM), for the others: at the highest dose activity change, negative = inhibition, usual class: inhibitors. AID 2112;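 also: 0% = enzyme with vehicle and -100% = no enzyme basal signal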
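Compounds were titrated against alpha-glucosidase in spleen homogenate at pH 5.0, with 1 mM 4-methylumbelliferyl substrate for 40 min at 37 C. Reactions were quenched with pH 10 NaOH/glycine and fluorescence measured.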
Active calls of the source: *; u = inconclusive; x = no result given; [ ] = dose if it differs, or a comment. Unless noted, calls follow the shape of the dose curve; as a rule, active = well fitted curve in the direction sought with a large enough effect; inconclusive = small, poorly fitted or top-dose-only effect, or another doubt; inactive = no such curve, though single readings can be large; an effect the other way counts as inactive or inconclusive. Potency is read from the fitted curve at half-maximal effect. A portion of the library; rates above refer to the full screens.

item	Structure	GAA inh	GAA glycogen	ALDH1A1 block	GoLoco inh red	SMN2 splice up	GLA spleen mod	KDM4E inh	aGlu spleen mod
1	COc1ccc2cc3cc(C(=O)Nc4ccccc4N4CCN(C)CC4)oc3nc2c1	2%	14%	10%	4%	-27%	-4%	2%	-8%
2	COC(=O)c1cc(NS(=O)(=O)c2ccc(NCc3cccnc3)c(N)c2)cc(C(=O)OC)c1	-4%	-12%	5%	11%	17%	2%	2%	-13%
3	CCN(CC)CCNC(=O)C1c2cc(OC)c(OC)cc2C(=O)N2CCc3ccccc3C12 (configuration not stated)	-2%	16%	0%	7%	13%	-2%	-3%	-5%
4	COc1ccc(Nc2cc(C(=O)NCCCN3CCN(C)CC3)c3ccccc3n2)cc1	0%	7%	8%	-5%	-4%	-5%	-5%	-1%
5	COC(=O)c1oc2ccccc2c1NC(=O)CN1CCCC1	-3%	13%	u	x	x	7%	-7%	1%
6	c1ccc2[nH]c(CSc3nccs3)nc2c1	4%	-11%	5%	0%	u	1%	-9%	8%
7	N#CCCN(CCC#N)S(=O)(=O)c1ccc(C(=O)Nc2nnc(C3=COCCO3)o2)cc1	-4%	0%	2%	0%	26%	-4%	u	-1%
8	c1ccc(COn2nnc3ccccc32)c(COn2nnc3ccccc32)c1	-12%	-2%	3%	10%	-8%	10%	1%	2%
9	O=C(NCCCn1ccnc1)/C(=C\c1cccs1)NC(=O)c1cccs1	1%	5%	1%	2%	x	-5%	-23%	-1%
10	Cc1cccc(Nc2nc(N)nc(CN3CCC(C(N)=O)CC3)n2)c1C	0%	1%	1%	12%	6%	0%	11%	3%
11	O=C(Nc1ccc(F)cc1)N1CCCN(c2nccc(C(F)(F)F)n2)CC1	-1%	-4%	-9%	6%	x	4%	-11%	4%
12	Cc1ccc(S(=O)(=O)N2Cc3ccccc3CC2C(=O)Nn2cnnc2)cc1 (configuration not stated)	-3%	10%	4%	0%	1%	-2%	-1%	-8%
13	CC(C)(C)NC(=O)C(=O)NNC(=O)c1cccc(F)c1	-5%	7%	-7%	14%	23%	5%	9%	0%
14	Cc1cnc(NC(=O)CSc2nnc(-c3ccccc3)o2)s1	0%	1%	4%	9%	10µM*	0%	9%	-1%
15	N#CC1(c2ccccc2)CCCN1C(=O)c1ccc(Br)cc1 (configuration not stated)	-5%	-10%	-7%	6%	-5%	-25%	4%	-19%
16	Cc1cccc(CNc2ccnc(-c3ccc(C(=O)N(C)C)cc3)n2)c1	x	x	u	5%	-88%[inhibitor]	-7%	2%	-17%
17	O=C(NCC1OCCc2ccccc21)c1ccc(NC(=O)c2ccc(Cl)cc2Cl)cc1 (configuration not stated)	3%	-2%	3%	5%	-12%	5%	u	6%
18	COc1ccc(C=O)cc1CSc1nnc(COc2cccc3cccnc23)o1	1%	-8%	u	5%	-4%	2%	-3%	-3%
19	O=C1C=C(Nc2ccc(Cl)cc2)CC(c2ccco2)C1 (configuration not stated)	0%	-3%	-7%	3%	9%	1%	-12%	0%
20	CC(C)COc1ccc(/C(=N/O)c2ccccc2)cc1	-5%	-7%	4%	0%	-14%	4%	-2%	1%
21	Cc1cc(C(=O)COC(=O)C2=NNC(=O)CC2)c(C)n1-c1cccc(C(F)(F)F)c1	-6%	-2%	-8%	11%	10%	5%	-3%	-20%
22	O=C(COC(=O)c1cc(-c2ccccn2)nc2ccccc12)Nc1ncc(C(F)(F)F)cc1Cl	x	1%	x	0%	x	28%	6%	12%
23	COc1ccc(S(=O)(=O)Nc2cccc(F)c2)cc1C	u	-11%	-2%	-5%	x	0%	4%	-13%
24	O=[N+]([O-])c1cccc(/C=C/c2ccncc2)c1	x	1%	x	-5%	x	-7%	-14%	3%
25	CCOP(=O)(OCC)C(NC(=O)/C=C/c1ccc(OC)cc1)c1ccccc1 (configuration not stated)	-4%	4%	2%	-6%	x	-1%	-4%	2%

Structural class: those above containing a cyano group (2)
item	Structure	GAA inh	GAA glycogen	ALDH1A1 block	GoLoco inh red	SMN2 splice up	GLA spleen mod	KDM4E inh	aGlu spleen mod
7	N#CCCN(CCC#N)S(=O)(=O)c1ccc(C(=O)Nc2nnc(C3=COCCO3)o2)cc1	-4%	0%	2%	0%	26%	-4%	u	-1%
15	N#CC1(c2ccccc2)CCCN1C(=O)c1ccc(Br)cc1 (configuration not stated)	-5%	-10%	-7%	6%	-5%	-25%	4%	-19%

Carrying on:
item	Structure	GAA inh	GAA glycogen	ALDH1A1 block	GoLoco inh red	SMN2 splice up	GLA spleen mod	KDM4E inh	aGlu spleen mod
26	Cc1cc(Nc2ccccc2)nc(N2CCOCC2)n1	-6%	4%	5%	12%	3%	7%	3%	-2%
27	Cn1c(C(=O)NCc2ccccn2)cc2c(=O)n3ccccc3nc21	u	2%	u	1%	14µM*	23%	u	3%
28	C=CCn1c(-c2csc(-c3ccccc3)n2)n[nH]c1=S	-2%	-7%	0.11µM*	1%	-4%	7%	-7%	6%
29	O=C(Nc1ccncc1)c1cc([N+](=O)[O-])ccc1Cl	x	x	-3%	5%	-43%[inhibitor]	-6%	-3%	-5%
30	Cc1cc(NC(=O)Cn2nnc(-c3ccccc3N)n2)no1	-1%	-4%	7%	1%	-3%	6%	-6%	-6%
31	COc1ccc2c(c1)[nH]c1c(=O)n(CCN3CCOCC3)cnc12	x	-8%	x	-7%	x	1%	u	6%
32	N#C/C(=C(/O)c1ccco1)c1nc2ccccc2[nH]1	-11%	-13%	-11%	15%	-34%[inhibitor]	0%	u	1%
33	COc1ccc(/C=C(\C#N)C(=O)OCC(=O)NC(C)c2ccccc2)cc1 (configuration not stated)	5%	4%	1%	3%	3%	-9%	u	-3%
34	Cc1ccc(C=Nc2ccccc2C(=O)Nc2ccccc2)cc1	u	5%	u	-9%	u	14%	u	13%
35	Cc1ccc(/C=C/c2nc3ccccc3c(=O)[nH]2)cc1	x	0%	x	-1%	x	4%	u	2%
36	Cc1cc(C)n2nc(C(=O)NCc3cccc(C(F)(F)F)c3)nc2n1	-1%	-14%	3%	30%	-13%	-21%	-2%	-20%
37	O=C(/C=C/c1ccc(Cl)cc1)Nc1ccccc1N1CCOCC1	2%	-5%	9%	5%	10%	4%	-11%	2%
38	COc1ccccc1NC(=O)CS(=O)(=O)c1cccc2nsnc12	4%	-21%	6%	x	x	-1%	-4%	2%
39	CCn1c(NC(C)=O)nc2ccccc21	4%	5%	-8%	-2%	1%	2%	1%	-3%
40	COC(=O)CC1c2ccccc2C=C(/C=C/c2ccc3c(c2)OCO3)N1C(=O)OC (configuration not stated)	x	x	u	-4%[14.2 µM]	-11%[9.22 µM]	11%[17.5 µM]	u	11%[17.4 µM]
41	COCCN1C(=O)c2cc(C(=O)Nc3ccc(OC)c(OC)c3)ccc2C1Nc1ccc(OC)c(OC)c1 (configuration not stated)	-12%	-5%	-7%	4%	0%	-3%	-2%	-3%
42	COc1ccc(-c2ccc(/C=C(\NC(=O)c3ccccc3)C(=O)N3CCOCC3)o2)cc1	-10%	u	7%	27%	-4%	6%	-9%	6%
43	Clc1ccc(Oc2nc3ccccc3n3cccc23)cc1	4%	0%	u	21%	-9%	-12%	u	-6%
44	CCN(CC)CCCC(C)NC(=O)c1ccc(C(F)(F)F)cc1 (configuration not stated)	-4%	2%	-1%	6%	9%	0%	7%	-7%
45	CCc1nnc(NC(=O)CCn2cnc3ccccc3c2=O)s1	0%	6%	u	9%	-4%	5%	-2%	2%
46	Cc1ccc(S(=O)(=O)CNC(=S)c2cccc(C)c2)cc1	-2%	-7%	u	-4%	-16%	7%	-3%	-5%
47	Cc1cc(/C=N\NC(=O)COc2cccc3cccnc23)c(C)n1-c1ccccc1	0%	1%	14µM*	12%	x	2%	-2%	7%
48	CC(NC(=O)c1ccccc1)c1nnc(SCc2nc3ccccc3c(=O)[nH]2)n1C (configuration not stated)	9%	2%	3%	-2%	1%	3%	4%	-1%
49	Cn1c(N)c(C(=O)CN2CCc3ccccc3C2)c(=O)n(C)c1=O	10%	9%	-15%	-1%	4%	-4%	-29%	-6%
50	CCN1CCCC1CNCc1ccc(OCc2ccc(Cl)nc2)c(OC)c1 (configuration not stated)	x	5%	x	6%	x	-4%	15%	-4%
51	Cc1ccc(-c2nnc(N3CCN(C(=O)CSc4ncn[nH]4)CC3)c3ccccc23)cc1	-3%	5%	u	5%	-49%[inhibitor]	-11%	-2%	-20%
52	O=C(CSCc1c(Cl)cccc1Cl)NCc1ccccn1	-5%	19%	-9%	4%	x	3%	6%	5%
53	O=C(CSc1ccc2ccccc2n1)c1ccccc1	x	-1%	x	3%	x	-6%	-3%	4%
54	CSC1=C(C#N)C(c2ccccc2)C(C(C)=O)=C(C)N1 (configuration not stated)	u	-11%	-2%	4%	9%	10%	-15%	8%
55	Nc1c(S(=O)(=O)c2ccccc2)c2nc3ccccc3nc2n1/N=C/c1cccc(O)c1	1%	-20%	u	x	x	5%	u	1%
56	Nc1nc(CN2CCN(c3ccccn3)CC2)nc(Nc2ccc(Cl)cc2)n1	-14%	11%	u	10%	-21%	0%	-26%	2%
57	Cc1ccc(C(=O)OC(C)CN2CCN(C)CC2)cc1 (configuration not stated)	x	0%	x	-1%	x	-16%	-3%	7%
58	Cc1ccc(-n2cc(CN3CCC(CO)(Cc4cccc(C(F)(F)F)c4)CC3)cn2)cc1	x	-10%	0%	5%	x	1%	-2%	3%
59	O=C(CCC(=O)NNC(=O)c1ccccc1[N+](=O)[O-])NCc1ccccc1	6%	7%	-6%	-4%	-2%	-2%	-9%	-12%
60	Cc1ccc(NNC(=O)c2ccc(Cl)cc2)nn1	-3%[15.4 µM]	x	-7%	-5%	x	13%	-8%	4%
61	O=C(CSc1n[nH]c(=O)n1Cc1ccco1)c1ccc(F)cc1	-11%	0%	-6%	-2%	x	2%	5%	4%
62	CCOC(=O)c1c(C)n(C)c2ccc(OCC(O)Cn3c(C)nc4ccccc43)cc12 (configuration not stated)	-7%	-6%	u	26%	-54%[inhibitor]	-10%	-8%	-10%
63	COC(=O)c1cc(NS(=O)(=O)c2ccc(F)cc2)ccc1N1CCOCC1	x	2%	x	-1%	x	2%	3%	3%
64	Cc1ccccc1C(=O)NNC(=O)c1ccc(F)cc1	0%	6%	-2%	2%	3%	-21%	10%	0%
65	Cc1ccc(OCCCn2ccnc2)cc1C	-1%	-5%	-9%	9%	18%	-3%	5%	-5%

High-throughput results from PubChem BioAssay.
